Compound activity from PubChem BioAssay.
CAL PDZ FP-1: inhibitors of human CAL PDZ peptide binding; Q9HD26; AID 602252; actives 0.92% (n = 300,000); purified CAL PDZ, TMR-peptide fluorescence polarization, 1 h; inhibition, % at 24.9 µM;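 active means mean inhibition of at least 30% with at least half of replicates also reaching 30%; inconclusive means no clear call, values can overlap the other calls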;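 further: 0% = DMSO neutral control and 100% = excess unlabeled competitor peptide PRC23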
PfHsp90 set2: inhibits growth of yeast expressing Plasmodium falciparum Hsp90. S. cerevisiae expressing PfHsp90, BacTiter-Glo ATP, 48 h; yeast lacking PDR1 and PDR3 efflux regulators. inhibition, % at 9.4 µM. actives 0.32% (n = 310,000). AID 504621;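 active means every replicate shows inhibition above about 80%, whatever the replicate mean, limit read from the data; inconclusive means mean inhibition reaches the set limit but some replicate falls short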;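 further: 0% = DMSO neutral controls and 100% = 20 µM radicicol positive controls; yeast relying on Plasmodium falciparum Hsp90 in place of its own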
SR-BI DiI inh: blocks mouse SR-BI lipid uptake from DiI-HDL; inhibition, % at 12.5 µM; Q61009; ldlA[mSR-BI] CHO cells, DiI-HDL uptake fluorescence, 3 h; actives 0.96% (n = 320,000);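 active means mean replicate inhibition of at least 70% and a set share of replicates each scoring 70 or more; inconclusive means meets just one of the two criteria; inactive means fails both criteria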;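 further: 0% = median of neutral control wells and 100% = median of positive control wells; values of inactives mirror those of a sister screen read the other way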
Target sequence (Q61009 whole entry, looked up): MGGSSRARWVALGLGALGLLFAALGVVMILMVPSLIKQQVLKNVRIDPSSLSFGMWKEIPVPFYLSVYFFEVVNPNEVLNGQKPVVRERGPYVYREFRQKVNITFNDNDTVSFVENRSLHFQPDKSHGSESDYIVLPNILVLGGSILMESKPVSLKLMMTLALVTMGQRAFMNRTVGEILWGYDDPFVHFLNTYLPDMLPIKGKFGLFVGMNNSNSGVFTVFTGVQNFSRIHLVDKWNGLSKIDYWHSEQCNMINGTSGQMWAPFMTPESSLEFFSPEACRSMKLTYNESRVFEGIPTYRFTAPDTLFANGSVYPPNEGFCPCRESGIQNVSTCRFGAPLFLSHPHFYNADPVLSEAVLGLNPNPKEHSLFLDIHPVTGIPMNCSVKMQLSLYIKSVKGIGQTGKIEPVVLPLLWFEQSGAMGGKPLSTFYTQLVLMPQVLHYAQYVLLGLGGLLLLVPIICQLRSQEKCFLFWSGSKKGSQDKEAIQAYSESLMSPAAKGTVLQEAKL
PvdQ inh: P. aeruginosa PvdQ acylase inhibition; actives 0.063% (n = 340,000); inhibition, % at 10 µM; AID 488965; purified PvdQ acylase, fluorescence plate reader; in the data active means inhibition above about 30%, passing the limit was not always enough; inconclusive means no clear call, values can overlap the other calls;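 further: 0% = vehicle neutral wells and 100% = reference inhibitor wells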
Rtt109 Vps75: blocks Candida albicans Rtt109/Vps75 acetyltransferase activity; purified Rtt109/Vps75, ThioGlo CoA-SH fluorescence, 4 h; inhibition, % at 34.9 µM; actives 0.16% (n = 330,000);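 active means inhibition of at least 50% in every replicate; inconclusive means best replicate reaches 50% inhibition but some replicates fall short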
Target sequence (Q5AAJ8 whole entry, looked up): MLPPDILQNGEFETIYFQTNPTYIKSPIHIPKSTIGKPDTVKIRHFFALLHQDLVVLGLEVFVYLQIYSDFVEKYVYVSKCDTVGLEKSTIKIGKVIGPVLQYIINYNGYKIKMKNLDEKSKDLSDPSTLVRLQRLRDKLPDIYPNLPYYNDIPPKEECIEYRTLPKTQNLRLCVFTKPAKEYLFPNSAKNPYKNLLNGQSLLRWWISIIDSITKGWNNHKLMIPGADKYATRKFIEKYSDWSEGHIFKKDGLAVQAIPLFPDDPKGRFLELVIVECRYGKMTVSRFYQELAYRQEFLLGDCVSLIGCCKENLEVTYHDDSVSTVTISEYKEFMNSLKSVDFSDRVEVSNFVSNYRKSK
dFosB act: activators of mouse delta FosB homodimer. P13346. purified delta FosB, TAMRA-CDK5 oligo fluorescence polarization; percent of positive-control signal above neutral wells. activation, % at 25 µM. actives 0.99% (n = 340,000). AID 493131;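 active means mean activation above about 17%, with every replicate also reaching it, limit read from the data, passing the limit was not always enough; inconclusive means only one of the two conditions met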;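 further: fluorescence polarization rise as delta FosB binds a TAMRA Cdk5 AP-1 oligo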
NSD2 HMT inh: blocks human histone methyltransferase NSD2. O96028. NSD2 peptide methylation, AlphaScreen, 120 min. inhibition, % at 12.5 µM. actives 0.54% (n = 310,000); in the data active means inhibition above about 50%
CAL PDZ FP-2: inhibitors of human CAL PDZ peptide binding. AID 504414. purified CAL PDZ, TMR-peptide fluorescence polarization, 1 h. Q9HD26. actives 0.02% (n = 330,000). inhibition, % at 20 µM;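 active means highest replicate inhibition of at least 40%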;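 further: plate controls were DMSO neutral control wells for no effect and unlabeled competitor peptide control wells for full effect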
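Material: tagged CAL PDZ domain; buffer or medium: 25 mM sodium phosphate pH 7.4, 150 mM NaCl, TCEP, IgG, Thesit; compound dosing: single point, 20 µM; schedule: 1 h incubation at room temperature before polarization reading; measured by: FP readout, S and P plane fluorescence; read-out basis: percent inhibition from loss of millipolarization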
MITF TRPM1 HTS: increases MITF-driven TRPM1 promoter luciferase signal. SK-MEL-5 TRPM1-promoter luciferase, 24 h; % of positive control, neutral wells = 0. activation, % at 12.5 µM. actives 0.75% (n = 300,000). AID 588334;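 active means mean activation of at least 80% with every replicate also reaching 80%; inconclusive means mean reaches 80% but some replicate falls short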;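 further: 0% = neutral control wells and 100% = parthenolide positive control wells; values of inactives mirror those of a sister screen read the other way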
SR-BI uptake up: SR-BI HDL lipid transfer activation. CHO ldlA[mSR-BI] cells, DiI-HDL uptake fluorescence, 3 h; 100 = double the neutral-control signal. activation, % at 12.5 µM. actives 0.096% (n = 320,000);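 active means mean replicate activation of at least 60% and every replicate at or above 60%; inconclusive means mean or all-replicate condition met, but not both; inactive means mean below 60% and not all replicates reaching 60%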;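 further: 0% = median plate neutral-control signal and 100% = twice that signal; values of inactives mirror those of a sister screen read the other way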
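Test system: SR-BI-overexpressing, LDLR-lacking CHO cells; Also added: labelled HDL, 10 µg/mL; Measured by: bottom-read cell fluorescence after medium removal, ex 550/em 595 nm; Timing: 3 h uptake period with compound, 37 °C; Buffer or medium: F12, 0.5% BSA, 25 mM HEPES; Doses: single compound concentration, delivered by pin transfer.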
* marks the source's active call; other numbers are inactive results. Outcome played no part in choosing rows; about 4.3% have a hit in one of these screens.

`Cc1ccc(C)n1C1CCS(=O)(=O)C1` (configuration not stated) gave CAL PDZ FP-1 -4, PfHsp90 set2 6, SR-BI DiI inh -12, PvdQ inh -4, Rtt109 Vps75 -1, dFosB act 1, NSD2 HMT inh 1, CAL PDZ FP-2 1.0, MITF TRPM1 HTS -9 and SR-BI uptake up 12.
For Cc1c(NCc2cccnc2)cccc1C(=O)O the results were PfHsp90 set2 -23, SR-BI DiI inh -9, PvdQ inh 1, Rtt109 Vps75 8, dFosB act 2, NSD2 HMT inh -1, CAL PDZ FP-2 -0.2, MITF TRPM1 HTS -4 and SR-BI uptake up 9.
For Nc1ccnn1Cc1ccc(Br)s1 the results were CAL PDZ FP-1 -1, PfHsp90 set2 13, SR-BI DiI inh -3, PvdQ inh -6, Rtt109 Vps75 5, dFosB act -1, NSD2 HMT inh -2, CAL PDZ FP-2 -0.4, MITF TRPM1 HTS -12 and SR-BI uptake up 3.
Screening COCc1cc(=O)n2[nH]c(SCc3ccccc3)nc2n1 returned CAL PDZ FP-1 -2, PfHsp90 set2 -8, SR-BI DiI inh -25, PvdQ inh 1, Rtt109 Vps75 -5, dFosB act 2, NSD2 HMT inh 2, CAL PDZ FP-2 0.4, MITF TRPM1 HTS -6 and SR-BI uptake up 25.
`COc1ccccc1CNCCS(=O)(=O)NN1CCOCC1` gave CAL PDZ FP-1 7, PfHsp90 set2 -20, SR-BI DiI inh -5, PvdQ inh -8, Rtt109 Vps75 8, dFosB act 3, CAL PDZ FP-2 0.5, MITF TRPM1 HTS 5 and SR-BI uptake up 5.
Screening NNC(=O)c1cc2sccc2s1 returned CAL PDZ FP-1 -3, PfHsp90 set2 -22, SR-BI DiI inh 2, PvdQ inh 10, Rtt109 Vps75 -13, dFosB act -5, NSD2 HMT inh -1, CAL PDZ FP-2 -1.5, MITF TRPM1 HTS -6 and SR-BI uptake up -2.
Screening O=C(CSc1ccc2ccccc2c1)Nn1cnnc1 returned CAL PDZ FP-1 -3, PfHsp90 set2 -10, SR-BI DiI inh -6, PvdQ inh -13, Rtt109 Vps75 -15, dFosB act 2, NSD2 HMT inh -1, CAL PDZ FP-2 -0.1, MITF TRPM1 HTS 2 and SR-BI uptake up 6.
COc1ccc2c(c1)c(C(=O)N/N=C/c1ccc(Br)cc1)c(C)n2C was read as CAL PDZ FP-1 -4, PfHsp90 set2 10, SR-BI DiI inh 10, PvdQ inh 6, Rtt109 Vps75 1, dFosB act -10, NSD2 HMT inh -1, CAL PDZ FP-2 1.3, MITF TRPM1 HTS -21 and SR-BI uptake up -10.
`CCc1ccccc1NNC(=O)c1cc(C)on1` gave CAL PDZ FP-1 -5, PfHsp90 set2 -1, SR-BI DiI inh -26, PvdQ inh -11, Rtt109 Vps75 -34, dFosB act -2, NSD2 HMT inh 1, CAL PDZ FP-2 0.6 and SR-BI uptake up 26.
`CC(=O)N1CCOc2ccc(S(=O)(=O)NCC3CCC(C(=O)Nc4ncccc4C)CC3)cc21` (configuration not stated) gave CAL PDZ FP-1 1, PfHsp90 set2 8, SR-BI DiI inh 11, PvdQ inh -17, Rtt109 Vps75 0, dFosB act 1, NSD2 HMT inh 1, CAL PDZ FP-2 -1.7, MITF TRPM1 HTS 6 and SR-BI uptake up -11.
`CCCC(C)C(=O)Nc1ccc(S(=O)(=O)Nc2nccc(C)n2)cc1` (configuration not stated) gave CAL PDZ FP-1 -2, PfHsp90 set2 -3, SR-BI DiI inh -19, PvdQ inh -17, Rtt109 Vps75 -13, dFosB act -3, NSD2 HMT inh -6, CAL PDZ FP-2 -0.3, MITF TRPM1 HTS -4 and SR-BI uptake up 19.
For COc1ccc(N2C(=O)N(Cc3ccc(C)cc3)c3ccccc3S2(=O)=O)cc1 the results were PfHsp90 set2 -29, SR-BI DiI inh -7, PvdQ inh -1, Rtt109 Vps75 -1, dFosB act 1, CAL PDZ FP-2 -0.7, MITF TRPM1 HTS 3 and SR-BI uptake up 7.
`COc1cccc(OCC(=O)O)c1` gave CAL PDZ FP-1 0, PfHsp90 set2 -21, SR-BI DiI inh -10, PvdQ inh -14, Rtt109 Vps75 11, dFosB act -2, NSD2 HMT inh -2, CAL PDZ FP-2 -0.4, MITF TRPM1 HTS -5 and SR-BI uptake up 10.
Screening O=C(CCCOc1ccccc1)NN1C(=O)NC2(CCCCC2)C1=O returned CAL PDZ FP-1 26, SR-BI DiI inh -6, PvdQ inh -5, Rtt109 Vps75 0, dFosB act -7, NSD2 HMT inh -1, CAL PDZ FP-2 -1.6, MITF TRPM1 HTS -2 and SR-BI uptake up 6.
Screening CCC(=O)NC(Cc1ccccc1)c1ccc2c(c1)OCCCO2 (configuration not stated) returned CAL PDZ FP-1 -4, PfHsp90 set2 -7, SR-BI DiI inh -19, PvdQ inh 1, Rtt109 Vps75 2, dFosB act 5, NSD2 HMT inh -1, CAL PDZ FP-2 -0.6, MITF TRPM1 HTS 12 and SR-BI uptake up 19.
COc1cc(NC(=O)Cn2cnc3c(OCc4ccccc4)ncnc32)cc(OC)c1OC was read as CAL PDZ FP-1 0, PfHsp90 set2 12, SR-BI DiI inh 6, PvdQ inh -12, Rtt109 Vps75 3, dFosB act 6, CAL PDZ FP-2 -1.5, MITF TRPM1 HTS 1 and SR-BI uptake up -6.
Screening CC(=O)c1sc(N/N=C\c2cccc(Br)c2)nc1C returned CAL PDZ FP-1 -1, PfHsp90 set2 -27, SR-BI DiI inh 39, PvdQ inh -18, Rtt109 Vps75 -4, dFosB act -7, NSD2 HMT inh -4, CAL PDZ FP-2 -0.8, MITF TRPM1 HTS 24 and SR-BI uptake up -39.
Screening OCC[C@@H]1C[C@@H](O)[C@H](O)[C@@]2(CCc3ccccc3CO2)O1 returned CAL PDZ FP-1 -3, PfHsp90 set2 -18, SR-BI DiI inh -25, PvdQ inh -9, Rtt109 Vps75 -6, dFosB act 5, CAL PDZ FP-2 -0.4, MITF TRPM1 HTS -1 and SR-BI uptake up 25.
Cc1nc2sc(C(=O)Nc3ccccc3Cc3ccccc3)c(C)c2c(=O)[nH]1 was read as CAL PDZ FP-1 -4, PfHsp90 set2 3, SR-BI DiI inh 36, PvdQ inh -8, Rtt109 Vps75 -8, dFosB act inconclusive, NSD2 HMT inh -1, CAL PDZ FP-2 0.4, MITF TRPM1 HTS 0 and SR-BI uptake up -36.
`CC(C)[C@H](NC(=O)OCc1ccccc1)C(=O)OCC(=O)Nc1c(F)cccc1F` gave CAL PDZ FP-1 0, PfHsp90 set2 -11, SR-BI DiI inh -10, PvdQ inh -19, Rtt109 Vps75 5, dFosB act -5, NSD2 HMT inh 6, CAL PDZ FP-2 -0.1, MITF TRPM1 HTS -6 and SR-BI uptake up 10.
`COCCn1c(=O)[nH]c(=O)c2c(C(F)(F)F)cc(-c3cccs3)nc21` gave CAL PDZ FP-1 -2, PfHsp90 set2 -2, SR-BI DiI inh 16, PvdQ inh 7, Rtt109 Vps75 -37, dFosB act -1, NSD2 HMT inh -4, CAL PDZ FP-2 -1.3, MITF TRPM1 HTS 12 and SR-BI uptake up -16.
For O=S(=O)(Nc1ccc(C(F)(F)F)cc1)c1cccs1 the results were CAL PDZ FP-1 -3, PfHsp90 set2 -10, SR-BI DiI inh -7, PvdQ inh -12, Rtt109 Vps75 0, dFosB act -11, NSD2 HMT inh -4, CAL PDZ FP-2 -2.2, MITF TRPM1 HTS 3 and SR-BI uptake up 7.
CCc1cc2c(CN3CCN(CC)CC3)cc(=O)oc2cc1O was read as CAL PDZ FP-1 -5, SR-BI DiI inh -15, PvdQ inh -2, Rtt109 Vps75 inactive, dFosB act 1, NSD2 HMT inh 8, CAL PDZ FP-2 -3.2 and SR-BI uptake up 15.
O=C1NC(=S)N/C1=C/c1cccc([N+](=O)[O-])c1 was read as CAL PDZ FP-1 -7, PfHsp90 set2 -15, SR-BI DiI inh -12, PvdQ inh -5, Rtt109 Vps75 4, dFosB act 3, NSD2 HMT inh -3, CAL PDZ FP-2 0.4, MITF TRPM1 HTS 4 and SR-BI uptake up 12.
Cc1ccc(-n2c(C)cc(C=C3C(=O)N(C)C(=O)N(C)C3=O)c2C)cc1 was read as CAL PDZ FP-1 -5, PfHsp90 set2 21, SR-BI DiI inh -6, PvdQ inh -11, Rtt109 Vps75 -15, dFosB act -2, NSD2 HMT inh -2, CAL PDZ FP-2 -0.4, MITF TRPM1 HTS -7 and SR-BI uptake up 6.
Screening Cc1ccc(/C=N/N2CCCCC2)o1 returned CAL PDZ FP-1 -3, PfHsp90 set2 5, SR-BI DiI inh 0, PvdQ inh 11, Rtt109 Vps75 0, dFosB act -1, NSD2 HMT inh -1, CAL PDZ FP-2 -5.9, MITF TRPM1 HTS 44 and SR-BI uptake up 0.
Screening O/N=C1\CCc2cc(Cl)ccc21 returned CAL PDZ FP-1 -3, PfHsp90 set2 -31, SR-BI DiI inh -22, PvdQ inh -8, Rtt109 Vps75 9, dFosB act -8, NSD2 HMT inh -11, CAL PDZ FP-2 -3.6, MITF TRPM1 HTS -2 and SR-BI uptake up 22.
Screening CCc1nc(SCC(=O)N2CCN(c3ccccc3)CC2)c2oc3ccccc3c2n1 returned SR-BI DiI inh 54, PvdQ inh 7, Rtt109 Vps75 8, dFosB act -8, NSD2 HMT inh 1, CAL PDZ FP-2 -4.1, MITF TRPM1 HTS 4 and SR-BI uptake up -54.
Screening COCCCNC(=O)/C(C#N)=C1\N=C(NC(=O)c2cccs2)c2ccccc21 returned CAL PDZ FP-1 -6, PfHsp90 set2 3, PvdQ inh -1, Rtt109 Vps75 1, dFosB act -12, NSD2 HMT inh -3 and CAL PDZ FP-2 1.6.
For O=C(CN1C(=O)NC2(CCCCC2)C1=O)Nc1ccc(Cl)c(S(=O)(=O)N2CCOCC2)c1 the results were CAL PDZ FP-1 13, PfHsp90 set2 7, SR-BI DiI inh 18, PvdQ inh 15, Rtt109 Vps75 21, dFosB act -10, NSD2 HMT inh -4, CAL PDZ FP-2 -0.3, MITF TRPM1 HTS 5 and SR-BI uptake up -18.
Screening COc1ccccc1NC(=O)Cc1nnc(SCC(=O)NC2CCCC2)n1C returned PfHsp90 set2 -3, SR-BI DiI inh -11, PvdQ inh -5, Rtt109 Vps75 -6, dFosB act 7, CAL PDZ FP-2 -0.1, MITF TRPM1 HTS 1 and SR-BI uptake up 11.
`Cc1ccc2c(c1C)NC(=O)C2(O)CC(=O)c1ccc2c(c1)OCO2` (configuration not stated) gave CAL PDZ FP-1 -4, SR-BI DiI inh -10, PvdQ inh 9, Rtt109 Vps75 26, dFosB act -12, NSD2 HMT inh -3, CAL PDZ FP-2 -2.7, MITF TRPM1 HTS -16 and SR-BI uptake up 10.
